# Screens as filed in PubChem BioAssay.
# Eya2 phos inh = blocks the phosphatase activity of human Eya2; O00167; recombinant Eya2, OMFP fluorescence dephosphorylation (OMFP is methylfluorescein phosphate); Potency, µM (doses to about 76.9 µM), for inactives: at the top dose activity, negative = inhibition, most hits filed as inhibitors; actives 0.006% (n = 330,000); AID 488837; also: potency is read from the fitted curve at half-maximal effect; % is scaled to controls: 0 for no effect and ±100 for the full control effect
#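 Eya2 protein (added as 0.2 uM solution) was preincubated with compound for 10 min at ambient temperature in 50 mM HEPES pH 7.5, 50 mM NaCl, 5 uM MgCl2, 0.05% BSA, 1 mM DTT. OMFP (added at 50 uM) then reacted 10 min; fluorescence read at 485/525 nm.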
# TRPV1 agonist = agonists of human vanilloid receptor 1 (TRPV1) | TRPV1-expressing cells, Fluo-8 calcium influx, agonist mode | Q8NER1 | activation, % at 8.33 µM | actives 0.19% (n = 320,000); in the data active = activation above about 80%; inconclusive = between about 30% and that limit; also: 0% is about no effect
#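 TRPV1-expressing cells were cultured overnight at 35.5C and loaded with Fluo-8 calcium dye for 40 to 90 min at room temperature. After a 10 s baseline, compound was added and calcium influx was read kinetically for 3 min (ex 480/em 520 nm).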
# uPA generation = blocks generation of uPA at the cell surface | cell surface uPA generation assay, qHTS | actives 0.31% (n = 330,000) | AID 540303 | Potency, µM (series often up to 38.3 µM), for the others: top-dose activity change, negative = inhibition, usual class: inhibitors; active = well fitted inhibition curve with a large enough effect; inconclusive = small, poorly fitted or top-dose-only effect; inactive = no such curve, though single readings can be large or run the other way; tested in mouse RAW 264.7 cells; also: potency is read from the fitted curve at half-maximal effect; % is scaled to controls: 0 for no effect and ±100 for the full control effect; nearly all actives have a fitted effect of over 55% in size
# BRCA1 expr up = BRCA1 expression activation | Potency, µM (titrated, usually from 46.1 µM), for the others: top-dose activation, usual class: activators | actives 1.1% (n = 380,000) | MCF7-BRCA1-FFLuc reporter, luminescence, 48 h; response scale: scaled: vehicle 0%, 10 µM genistein 100% | AID 624202; also: potency is read from the fitted curve at half-maximal effect; nearly all actives have a fitted effect of over 80% in size; some results filed as inactive show a strong effect at the top dose
#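 Quantitative HTS in MCF7 cells stably reporting BRCA1 expression via firefly luciferase. Compound treatment lasts 48 h at 37 °C in phenol-red free MEM. Activation is expressed relative to genistein at 10 microM and DMSO.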
# TSG101-PTAP inh = blocks PTAP/TSG101 interaction to inhibit HIV-1 budding | Fluorescence polarization, FITC-PTAP peptide / Tsg101 binding | Potency, µM (top dose mostly 115 µM), for the others: at the top dose activity change, negative = inhibition, usual class: inhibitors | 340,000 tested, under 10 active | AID 493005; active = well fitted inhibition curve with a large enough effect in the main read-out, with a control signal flat, not every such curve was filed as active; inconclusive = small, poorly fitted or top-dose-only effect, or effect the other way, or a change in a side signal; inactive = no such curve, though single readings can be large or run the other way; also: potency is read from the fitted curve at half-maximal effect; % of control where 0% means no effect
#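 Fluorescence polarization binding of Tsg101 binding domain (10 uM final) to FITC-labeled PTAP peptide (50 nM final) in HEPES pH 7.5 buffer with NaCl, Tween 20, EDTA, TCEP. Compounds added before peptide; binding 20 min at RT.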
# B2AR arrestin = beta2AR (human) beta-arrestin recruitment activity; actives 0.02% (n = 330,000); Potency, µM (doses to about 46.1 µM), without a hit: at the top dose activation, actives largely listed as activators; beta-arrestin recruitment to beta2AR, cell-based reporter; P07550; AID 492947;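 also: potency is read from the fitted curve at half-maximal effect; 0% = DMSO controls and full agonism = EC100 isoproterenol or metaproterenol; nearly all actives have a fitted effect of over 65% in size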
# Target sequence (P07550 whole entry, looked up): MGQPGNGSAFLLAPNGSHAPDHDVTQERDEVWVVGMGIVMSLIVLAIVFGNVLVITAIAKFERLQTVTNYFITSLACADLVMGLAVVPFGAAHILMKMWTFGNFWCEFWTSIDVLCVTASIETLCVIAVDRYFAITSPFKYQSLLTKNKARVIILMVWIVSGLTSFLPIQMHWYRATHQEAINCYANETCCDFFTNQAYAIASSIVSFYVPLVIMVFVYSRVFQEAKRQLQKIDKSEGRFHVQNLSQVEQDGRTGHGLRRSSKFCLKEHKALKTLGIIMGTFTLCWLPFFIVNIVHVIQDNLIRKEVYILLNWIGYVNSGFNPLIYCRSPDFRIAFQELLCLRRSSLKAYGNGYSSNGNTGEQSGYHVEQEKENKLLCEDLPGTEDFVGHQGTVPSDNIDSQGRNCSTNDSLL
# p53 reactivator = re-activators of mutant p53; AID 504706; actives 0.063% (n = 320,000); Potency, µM (doses to about 92.2 µM), without a hit: at the highest dose activity change, positive = activation, most hits filed as activators; H1299 p53-A138V BP100-luciferase reporter, luminescence, 24 h; also: potency is read from the fitted curve at half-maximal effect; % of control where 0% means no effect; nearly all actives have a fitted effect of over 45% in size
#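 H1299 (p53-null), stable ts p53-A138V + BP100-Luc; 1000 cells/well, Opti-MEM/10% FBS; cpd 4 pt, 1:5; 24 h, 37 deg C, 5% CO2; detection reagent 10 min RT; luminescence.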
# ASM inhibitor = inhibitors of human secretory acid sphingomyelinase. actives 0.006% (n = 340,000). placental ASM, HMU-PC fluorogenic substrate, 60 min. P17405. Potency, µM (highest dose often 57.5 µM), for the others: at the top dose activity change, negative = inhibition, actives largely listed as inhibitors; also: potency is read from the fitted curve at half-maximal effect
# Target sequence (P17405 47-631 limits assumed): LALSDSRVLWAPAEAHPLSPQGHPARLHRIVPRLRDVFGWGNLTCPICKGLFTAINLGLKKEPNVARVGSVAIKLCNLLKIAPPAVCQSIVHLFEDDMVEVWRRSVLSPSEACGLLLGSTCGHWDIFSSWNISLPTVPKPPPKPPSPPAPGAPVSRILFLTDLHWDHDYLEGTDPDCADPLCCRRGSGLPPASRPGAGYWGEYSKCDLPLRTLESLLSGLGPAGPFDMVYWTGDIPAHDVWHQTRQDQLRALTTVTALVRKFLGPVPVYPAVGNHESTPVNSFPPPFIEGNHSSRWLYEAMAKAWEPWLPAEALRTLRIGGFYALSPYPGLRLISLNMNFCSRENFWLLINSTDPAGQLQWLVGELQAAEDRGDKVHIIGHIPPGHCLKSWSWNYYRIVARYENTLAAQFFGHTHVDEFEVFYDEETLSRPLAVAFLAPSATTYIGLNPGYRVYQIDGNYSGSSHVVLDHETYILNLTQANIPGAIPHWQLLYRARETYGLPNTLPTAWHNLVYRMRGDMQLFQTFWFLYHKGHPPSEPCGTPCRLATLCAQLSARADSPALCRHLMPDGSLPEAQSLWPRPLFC
#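 Human placenta-derived ASM preincubated with compound 10 min at room temperature, then reacted with 9 uM (final) fluorogenic HMU-PC substrate for 60 min at 37 C. Stop solution raises pH to 10; fluorescence read at Ex 386/Em 447 nm.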
# ELG1 genotox = induces genotoxicity in HEK293T cells with luciferase-tagged ELG1. HEK293T ELG1-luciferase reporter, luminescence, 16 h. Potency, µM (doses to about 46 µM), without a hit: at the top dose activity change, positive = activation, hits mostly activators. actives 1.3% (n = 330,000). AID 504466; also: potency is read from the fitted curve at half-maximal effect; % of control where 0% means no effect; nearly all actives have a fitted effect of over 60% in size
#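 Reporter readout depends on ELG1 protein level, which increases with genetic stress. After 16 hr compound exposure at 37 °C, luciferase activity was quantified using ONE-Glo.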
# a7 integrin act = integrin-mediated muscular dystrophy alleviation activation. AID 624291. actives 0.064% (n = 350,000). Potency, µM (doses to about 38.3 µM), for the others: top-dose activation, usual class: activators. alpha7betagal myoblasts, beta-gal FDG fluorescence, 48 h;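 also: potency is read from the fitted curve at half-maximal effect; 100% = response of the positive control SU9516; nearly all actives have a fitted effect of over 60% in size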
#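 alpha7betagal+/- myoblasts (passage 13, 250/well) treated 48 h at 37C with compounds at 1:260 dilution of DMSO stock. Lysed, then beta-galactosidase activity read as FDG fluorescence (ex 480/em 540) after 30 min, with pre-read for autofluorescence.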
# USP2a inh = inhibitors of human ubiquitin-specific protease USP2a. AID 463254. Potency, µM (doses to about 38.3 µM), for the others: at the highest dose activity change, negative = inhibition, hits mostly inhibitors. O75604. actives 0.01% (n = 330,000). USP2 core, Ub-CHOP2 coupled fluorogenic reporter, 485/531;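 also: potency is read from the fitted curve at half-maximal effect; plate controls were DMSO wells for no effect and full inhibition by NEM control for full effect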
#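 Deubiquitinase activity read as fluorescence (485/531 nm) after Ub-CHOP2 cleavage activates the enterokinase reporter on its substrate; USP2 core 10nM, Ub-CHOP2 and substrate 25nM each, 30min compound preincubation then 60min RT; data normalized to NEM, curves fitted.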
# * hit, by the source's call; ? = inconclusive; . = not tested or not shown; [ ] = dose if it differs, or a comment. Unless noted, calls follow the shape of the dose curve; as a rule, active = well fitted curve in the direction sought with a large enough effect; inconclusive = small, poorly fitted or top-dose-only effect, or another doubt; inactive = no such curve, though single readings can be large; an effect the other way counts as inactive or inconclusive.
SMILES,Eya2 phos inh,TRPV1 agonist,uPA generation,BRCA1 expr up,TSG101-PTAP inh,B2AR arrestin,p53 reactivator,ASM inhibitor,ELG1 genotox,a7 integrin act,USP2a inh
CCc1cc(C(=O)Nc2ccc(C)cc2Br)cs1,-6%,?,-2%,65%,-4%,0.1%,?,-2%,?,13%,3%
CCc1ccccc1NC(=O)CN(C)C(=O)COC(=O)c1ccco1,1%,.,12%,14%,0%,0.1%,1%,1%,0%,11%,0%
CC(C)(C)NC(=O)CSc1nncn1NCc1c(Cl)cccc1Cl,-4%,0,2%,3%,0%,-0.8%,5%,-2%,0%,-9%,-1%
Cc1cccc(OCC(=O)Nc2ccc(C(=O)c3ccc(C(=O)O)cc3)cc2)c1,2%,0,2%,48%,-1%,-1.1%,-1%,5%,2%,-19%,11%
CCCc1nc2scc(-c3ccc(C)cc3)c2c(=O)n1N,-2%,29,-5%,44%,-4%,-0.6%,2%,-4%,0%,-37%,-1%
Cc1ccc(-n2c(SCC(=O)Nc3ccc(C(=O)O)cc3)nnc2-c2ccncc2)cc1,-26%,-4,-2%,0%,-6%,-0.3%,0%,0%,1%,-12%,0%
Cc1nc2ccccc2cc1C(=O)NCc1ccco1,-10%,3,3%,6%,-3%,-0.1%,8%,1%,-2%,21%,1%
COCc1nc(-c2ccc(-c3ccc(C)cc3)nc2OC)no1,-1%,?,4%,89%,-5%,-0.3%,14%,5%,15%,-26%,4%
CCC(=O)c1c[nH]c(C(=O)NCc2ccccc2OC)c1,6%,1,-1%,0%,0%,-0.1%,-8%,-1%,1%,9%,2%
Cc1ccc(NC(=O)Cc2ccccc2)cc1S(=O)(=O)N1CCOCC1,0%,.,-2%,-16%,-1%,-0.5%,-5%,-2%,0%,7%,3%
O=c1c2c(nc3nc(NCc4cccc5ccccc45)[nH]n13)CCC2,-19%,-2,3%,0%,-1%,-0.3%,0%,-1%,-4%,3%,4%
Cc1ccc(OCC(O)CN2CCN(c3ccc(C)cc3)CC2)cc1 (stereo not given),2%,-1,8%,-5%,-3%,0.5%,8%,-4%,-3%,-12%,1%
O=C(COC(=O)c1cccc2ccccc12)NCC1CCCO1 (stereo not given),-3%,6,-1%,3%,-5%,-0.2%,2%,-1%,3%,-1%,0%
COC(=O)Nc1nc2ccc(C(=O)c3cccs3)cc2[nH]1,-8%,.,-91%,-59%,-4%,.,.,-2%,.,.,.
CCCOc1ccc(-c2cn3ccccc3n2)cc1,-9%,?,?,7%,-1%,-0.2%,10%,-4%,?,3%,-1%
COc1ccc(C(=O)NC(CCSC)C(=O)NCc2nnc3ccccn23)cc1 (stereo not given),-16%,1,5%,-16%,-4%,-0.1%,5%,5%,1%,5%,-1%
CCn1c(Cc2ccccc2)nnc1SCC(=O)Nc1ccccc1N1CCOCC1,4%,8,2%,-16%,-4%,-0.7%,-2%,1%,1%,8%,1%
Cc1nc2ccccc2n1C(=O)c1ccc(Cl)cc1[N+](=O)[O-],9%,-1,3%,-2%,1%,-0.6%,1%,.,1%,5%,1%
COc1cc(/C=C2\SC(c3ccc(C)cc3)=NC2=O)ccc1O,0%,9,-13%,27%,-1%,-0.2%,9%,-18%,?,-4%,-1%
Cc1cc(Sc2nnc(N)s2)c2ccccc2n1,-23%,-11,3.2µM*,-58%,-6%,-0.6%,-14%,-1%,-2%,14%,-1%
O=C(CN1CCN(C(=O)c2cccc(F)c2)CC1)NC1CCCCC1,6%,28,-3%,1%,4%,0.1%,-2%,0%,-1%,-1%,0%
Cc1c(C(=O)N2CCN(c3ccc([N+](=O)[O-])cc3)CC2)oc2ccccc12,12%,1,11%,-52%,-6%,-0.6%,-6%,-14%,0%,-46%[inhibitor],1%
O=S(=O)(N1CCCCC1)N1CCN(c2ccc(F)cc2)CC1,2%,11,3%,1%,-7%,0.4%,-5%,5%,-5%,14%,5%
CCOC(=O)C1CCCN(Cc2cc(Br)ccc2OC)C1 (stereo not given),-21%,-5,0%,-13%,-1%,-0.2%,-3%,0%,-1%,-12%,-1%
Cc1nnc(SCc2ccccc2)n1N,-3%,0,4%,25%,-1%,-0.6%,8%,3%,1%,-3%,0%
COc1ccc(NC(=O)CCCCCn2nnc3ccccc3c2=O)cc1OC,12%,2,11%,7%,-5%,0.5%,-2%,0%,-3%,4%,-1%
COCCNC(=S)Nc1cc(OC)c(OC)cc1C#N,3%,4,2%,-20%,0%,-0.3%,-7%,7%,-3%,3%,-1%
O=C(COC(=O)Cc1ccsc1)NCc1ccccc1,-6%,?,-1%,5%,-2%,-0.6%,-5%,-2%,2%,18%,2%
COCCN(C(=O)CCC(=O)Nc1cc(C)on1)C(C(=O)NC1CCCC1)c1ccc(C(C)C)cc1 (stereo not given),8%,13,-4%,-9%,2%,0.2%,4%,0%,-7%,7%,2%
CN(C)/C=N/c1cc(=O)n(C)c(=O)n1Cc1ccccc1,9%,-3,8%,-19%,2%,-0.7%,-10%,6%,?,-1%,2%
COc1ccc(S(=O)(=O)Cc2ccc(C(=O)NCc3ccc(C)cc3)o2)cc1,-12%,2,-2%,4%,0%,0.0%,-1%,3%,-5%,-14%,4%
Cc1cccc(NC(=O)CCNS(=O)(=O)c2ccc(Cl)cc2)c1,-7%,15,2%,-23%,-2%,-0.8%,-1%,-1%,0%,1%,-4%
CC1CCCC(NC(=O)c2ccc3snnc3c2)C1C (stereo not given),0%,?,9%,-3%,-6%,0.1%,21%,2%,4%,-16%,-1%
Cc1ccc(N2C(=O)[C@@H]3C(c4cccnc4)=NO[C@@H]3C2=O)cc1,-13%,-10,-6%,14%,-1%,-1.4%,0%,1%,0%,8%,-4%
CCS(=O)(=O)Nc1ccc(C(=O)NCCSc2ccccc2)cc1,3%,9,-4%,?,-7%,-0.7%,.,4%,?,-24%,0%
CCN(Cc1ccncc1)C(=S)Nc1c(C)cccc1C,1%,-1,3%,-1%,1%,5.3%,-5%,6%,3%,-10%,3%
Cc1ccc(-n2c(SCC(=O)N(C)C3CCS(=O)(=O)C3)nc3ccccc3c2=O)cc1 (stereo not given),-1%,3,-11%,-21%,-14%,0.0%,1%,-1%,2%,-35%,1%
O=C(NN=C(Cc1ccccc1)Cc1ccccc1)c1ccccc1F,-5%,22,-1%,39%,-3%,-0.4%,6%,-1%,6%,-16%,2%
COc1ccc(C(=O)COC(=O)C(CCCCN2C(=O)C3C4C=CC(C4)C3C2=O)N2C(=O)C3C4C=CC(C4)C3C2=O)cc1 (stereo not given),-20%,0,15%,-11%,-5%,-0.6%,5%,-4%,-4%,-11%,1%
NC(=O)c1ccc(Oc2ccc(Cl)c3ccccc23)c([N+](=O)[O-])c1,-4%,?,2%,-34%,-3%,-0.5%,-8%,3%,0%,15%,-1%
COc1ccc(-c2coc3cc(OC)cc(OC)c3c2=O)cc1,-10%,21,-11%,30%,-4%,0.2%,7%,-2%,?,-11%,1%
CCOC(=O)/C(=N\Nc1ccccc1)P(=O)(c1ccccc1)c1ccccc1,-8%,?,-2%,-12%,-1%,-0.9%,-4%,-2%,-4%,-1%,0%
CCCCNC(=O)c1onc(CSc2ccc(C)c(C)c2)c1C(=O)O,2%,-5,10%,-19%,-7%,-0.2%,-15%,27%,0%,-4%,-2%
CCOc1ccc(S(=O)(=O)N2CCN(CC(O)COc3cccc([N+](=O)[O-])c3)CC2)cc1 (stereo not given),21%,2,.,-25%,0%,-0.6%,4%,0%,-2%,0%,-1%
CCOc1ccc(C(=O)CCC(=O)Nc2cccc(S(=O)(=O)N3CCCCC3)c2)cc1,7%,0,2%,-27%,-2%,0.1%,8%,-17%,-1%,-20%,-2%
CCCCNC(=O)N1CCN(c2ncccn2)CC1,3%,0,1%,5%,-3%,-0.1%,13%,4%,1%,15%,2%
Cc1cc(C)cc(N(C(=O)c2ccc3c(c2)OCO3)C2C=CS(=O)(=O)C2)c1 (stereo not given),-2%,-6,2%,3%,-8%,3.0%,-4%,-1%,-1%,-18%,0%
